Source: PubChem
Mot1-301 SUMO – yeast Mot1-301 growth rescue at high temperature, primary screen, SUMOylation pathway inhibitor project, S. cerevisiae, ATP luminescence, 38.5C; S. cerevisiae Mot1-301 growth rescue; percent above DMSO median, 100 means doubled; growth rescue, % at 18.8 µM; 320,000 compounds, 1% hits; AID 2716, 2010;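 active = every valid replicate shows activation above 250% relative to neutral control wells; inactive = the rest, any valid replicate at or below 250%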;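 also: OY570 slx delta 5 strain wells were the positive control but not used for scaling; some compounds called inactive have numbers as strong as hits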
MITF TRPM1 HTS – activators of MITF-driven TRPM1 promoter reporter, primary screen, cell-based, SK-MEL-5, luciferase, single point; SK-MEL-5 TRPM1-promoter luciferase, 24 h; % of positive control, neutral wells = 0; activation, % at 12.5 µM; 300,000 compounds, 0.75% hits; AID 588334, 2011;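 active = mean activation of at least 80% with every replicate also reaching 80%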;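 also: 0% = neutral control wells and 100% = parthenolide positive control wells; values of inactives mirror those of a sister screen read the other way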
Arrestin-AP2 inh – inhibitors of beta-arrestin/AP2 binding, primary screen, biochemical, GPCR trafficking, flow cytometry | FITC-arrestin peptide / GST-AP2 beads; AP2 beta2 appendage carries R879A mutation | inhibition, % at 10 µM | beta-arrestin 1 C-terminal peptide binding to AP2 beta2-adaptin appendage (human) | 340,000 compounds, 0.31% hits;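 active = inhibition above a set limit, near 3 SD of compounds lacking own fluorescence, cut at about 54% in these data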;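 also: plate controls were DMSO wells for no effect and 5 µM unlabelled arrestin peptide for full effect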
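Measured by: flow cytometry, FL1 (488/535 nm); Material: AP2 appendage R879A on GSH beads; Evaluation: percent response; Timing: pre-incubation 12 min, peptide binding 1 h, room temperature; Also added: 50 nM FITC-arrestin peptide; Medium: PBS with 0.05% Tween 20 and 0.1% BSA.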
PKA-R2B act – activators of PKA-R2B holoenzyme, primary screen, biochemical, fluorescence polarization, Cy5-IP20, human | 340,000 compounds, 0.079% hits | activation, % at 11.4 µM | cAMP-dependent protein kinase catalytic subunit beta (Homo sapiens) + cAMP-dependent … | AID 504700, 2011 | PKA-R2B holoenzyme dissociation; R2B truncated from residue 108, S112A mutant; 0% DMSO only, 100% 113 µM cGMP;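 active = activation above a cutoff set at the mean over all compounds plus 3 SD, cut at about 18% in these data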;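 also: higher means more holoenzyme dissociation and a rise in polarization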
DSG3 Ab inh – inhibitors of pemphigus antibody binding to DSG3, primary screen, biochemical, bead-based, flow cytometry, scFv-GFP; Desmoglein-3 (Homo sapiens), P32926; DSG3-coupled beads, scFv-anti-DSG3-GFP binding; active compounds read low; binding (percent of control), % at 10 µM; 310,000 compounds, 0.48% hits;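 active = binding more than 3 SD below its plate's average and above zero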;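 also: hits lower antibody fragment binding to DSG3; some compounds called inactive have numbers as strong as hits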
Target sequence (P32926 whole entry, looked up, the tested form may be a part): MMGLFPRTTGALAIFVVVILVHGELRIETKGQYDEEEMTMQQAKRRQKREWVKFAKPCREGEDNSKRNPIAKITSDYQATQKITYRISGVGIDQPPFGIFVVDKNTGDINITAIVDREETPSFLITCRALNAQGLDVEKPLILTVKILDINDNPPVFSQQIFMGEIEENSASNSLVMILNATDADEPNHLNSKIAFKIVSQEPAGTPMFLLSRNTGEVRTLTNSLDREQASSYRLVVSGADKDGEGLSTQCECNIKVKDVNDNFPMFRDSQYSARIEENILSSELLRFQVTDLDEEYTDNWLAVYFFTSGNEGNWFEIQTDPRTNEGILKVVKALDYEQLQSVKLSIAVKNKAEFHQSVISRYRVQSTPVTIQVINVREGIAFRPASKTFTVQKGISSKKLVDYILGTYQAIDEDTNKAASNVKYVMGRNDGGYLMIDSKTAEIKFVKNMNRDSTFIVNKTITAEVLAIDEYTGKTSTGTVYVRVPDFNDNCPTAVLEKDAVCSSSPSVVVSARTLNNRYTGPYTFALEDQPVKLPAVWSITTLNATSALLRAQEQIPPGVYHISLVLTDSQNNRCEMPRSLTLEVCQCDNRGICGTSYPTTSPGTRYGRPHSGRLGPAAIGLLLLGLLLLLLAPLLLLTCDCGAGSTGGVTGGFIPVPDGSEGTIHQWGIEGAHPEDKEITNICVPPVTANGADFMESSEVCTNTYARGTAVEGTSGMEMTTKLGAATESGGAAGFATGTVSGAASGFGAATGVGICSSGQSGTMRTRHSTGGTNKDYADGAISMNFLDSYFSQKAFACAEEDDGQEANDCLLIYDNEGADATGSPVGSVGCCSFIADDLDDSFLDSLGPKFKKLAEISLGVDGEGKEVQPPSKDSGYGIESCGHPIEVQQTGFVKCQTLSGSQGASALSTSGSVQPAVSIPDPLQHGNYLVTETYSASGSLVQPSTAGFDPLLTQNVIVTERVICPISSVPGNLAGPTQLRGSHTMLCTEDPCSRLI
NSD2 HMT inh – NSD2 histone methyltransferase inhibitors, primary screen, biochemical, AlphaScreen, single concentration, set 2. Histone-lysine N-methyltransferase NSD2 (Homo sapiens), O96028. NSD2 peptide methylation, 120 min. inhibition, % at 12.5 µM. 310,000 compounds, 0.54% hits; in the data active = inhibition above about 50%
CDK5 p35 inh – inhibitors of human CDK5/p35 kinase, primary screen, biochemical, single concentration; Cyclin-dependent kinase 5 (Homo sapiens) + Cyclin-dependent kinase 5 activator 1 (Homo …; Recombinant CDK5/p35, ADP-Glo luminescence, 60 min; inhibition, % at 10 µM; 330,000 compounds, 0.01% hits; AID 488839, 2010;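 active = highest replicate inhibition of at least 50% and at least 75% of replicates reaching 50%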;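 also: plate controls were DMSO neutral control for no effect and GW8510 at 10 µM for full effect; many of its hits are not listed in these tables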
SR-BI DiI inh – inhibitors of SR-BI mediated HDL lipid uptake, primary screen, ldlA[mSR-BI] cells, fluorescence, single point; Scavenger receptor class B member 1 (Mus musculus), Q61009; ldlA[mSR-BI] CHO cells, DiI-HDL uptake fluorescence, 3 h; inhibition, % at 12.5 µM; 320,000 compounds, 0.96% hits; AID 488896, 2010;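 active = mean replicate inhibition of at least 70% and a set share of replicates each scoring 70 or more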;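 also: 0% = median of neutral control wells and 100% = median of positive control wells; values of inactives mirror those of a sister screen read the other way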
dFosB act – activators of delta FosB homodimer, primary screen, biochemical, fluorescence polarization, TAMRA-CDK5 oligo, single point. Protein FosB (Mus musculus), P13346. purified delta FosB; percent of positive-control signal above neutral wells. activation, % at 25 µM. 340,000 compounds, 0.99% hits;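 active = mean activation above about 17%, with every replicate also reaching it, limit read from the data, passing the limit was not always enough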;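 also: fluorescence polarization rise as delta FosB binds a TAMRA Cdk5 AP-1 oligo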
SR-BI uptake up – activators of SR-BI mediated DiI-HDL uptake, primary screen, ldlA[mSR-BI] CHO cells, DiI fluorescence | 3 h; 100 = double the neutral-control signal | activation, % at 12.5 µM | 320,000 compounds, 0.096% hits | AID 504775, 2011;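 active = mean replicate activation of at least 60% and every replicate at or above 60%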;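 also: 0% = median plate neutral-control signal and 100% = twice that signal; values of inactives mirror those of a sister screen read the other way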
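system = CHO ldlA[mSR-BI] cells, LDL receptor-null, SR-BI overexpressing | medium = Ham's F12 with 0.5% BSA, HEPES 25 mM, pH 7.4 | probe or stimulus = DiI-HDL 10 µg/mL | compound dosing = single-point compound dose | incubation = compound exposure 3 h, 37 °C | technique = DiI fluorescence, bottom read | read-out = cell-associated DiI fluorescence as measure of HDL uptake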
PKA-R1A act – activators of PKA-R1A holoenzyme, primary screen, biochemical, fluorescence polarization, Cy5-IP20, bovine R1A, mouse PKAc; activation, % at 11.4 µM; PKA-R1A dissociation; scaled: DMSO 0%, 113 µM cGMP 100%; cAMP-dependent protein kinase type I-alpha regulatory subunit (Bos taurus) + …; AID 504707, 2011; 340,000 compounds, 0.083% hits;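 active = percent activation above the mean of all tested compounds plus 3 SD, cut at about 19% in these data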;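 also: higher means more PKAc released from R1A so a rise in polarization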
* marks the source's active call; other numbers are inactive results; i = inactive; · = no result given.

SMILES | Mot1-301 SUMO | MITF TRPM1 HTS | Arrestin-AP2 inh | PKA-R2B act | DSG3 Ab inh | NSD2 HMT inh | CDK5 p35 inh | SR-BI DiI inh | dFosB act | SR-BI uptake up | PKA-R1A act
Cc1ccc(C)c(S(=O)(=O)NCc2ccc(C(=O)N3CCCCC3C)cc2)c1 (centres undefined) | -7 | 14 | -3 | 11 | 101 | 5 | 0.4 | 58 | -18 | -58 | 9
COc1ccc(S(=O)(=O)/N=C2/C=CC(=O)C(C)=C2C)cc1 | -13 | · | 7 | 8 | 95 | -2 | 1.0 | 12 | -9 | -12 | -6
CCN(C(=O)CN(C)Cc1c(F)cccc1Cl)c1c(N)n(Cc2ccccc2)c(=O)[nH]c1=O | -9 | 6 | -12 | 8 | 104 | -1 | 0.7 | 15 | -1 | -15 | 2
CCOC(=O)c1sc2nccc(OC)c2c1N=CN(C)C | 12 | -7 | 24 | -7 | 102 | -4 | 0.8 | -5 | 0 | 5 | -1
CC(=O)Cn1nnc(-c2ccc(C(F)(F)F)cc2)n1 | 58 | 34 | 11 | 4 | · | · | -1.3 | -16 | 0 | 16 | -7
CCOc1ccc(N(CC(=O)NC2CCCC2)S(=O)(=O)c2ccccc2)cc1 | -6 | 2 | -6 | 2 | 102 | 6 | -0.6 | · | -11 | · | -1
CCNC(=O)COC(=O)c1cc(C)nc2ccccc12 | -5 | -5 | 19 | 4 | · | -2 | 0.0 | -3 | 3 | 3 | -6
CCn1c(CNC(=O)c2ccco2)nnc1SCC(=O)Nc1ccccc1Cl | 3 | -1 | 26 | -1 | 104 | -2 | 0.7 | -10 | -7 | 10 | 3
O=C(O)C1CC=CCC1C(=O)Nc1ccc2c(c1)CCC2 (centres undefined) | -3 | 4 | 0 | -2 | 98 | -3 | 0.4 | -25 | 2 | 25 | 9
COc1cccc(CN2CCN(Cc3[nH]c4ccccc4c3C)CC2CCO)c1 (centres undefined) | 0 | -3 | 0 | -8 | 100 | · | -2.2 | 21 | -8 | -21 | 2
NC(=O)COC(=O)CC12CC3CC(CC(Br)(C3)C1)C2 | 4 | 1 | -3 | -5 | 100 | 3 | 3.4 | -2 | 2 | 2 | -2
CC1CCN(C(=O)COC(=O)CCC(=O)c2ccc(Cl)cc2)CC1 | 6 | · | 24 | -1 | · | -3 | -0.8 | 0 | -7 | 0 | -6
Cc1c(NS(=O)(=O)c2ccc(N=NN(C)C)cc2)c(=O)n(-c2ccccc2)n1C | 1 | · | -8 | -1 | 99 | -4 | 2.3 | -28 | -9 | 28 | 7
CCCC(=O)Nc1cccc(NC(=O)c2ccc([N+](=O)[O-])cc2Cl)c1 | -6 | 3 | 1 | 5 | 90 | -1 | 1.3 | 12 | -2 | -12 | -1
CC1CCN(Cc2nc(Cl)c3c4c(sc3n2)CCC4)CC1 | 67 | 2 | 0 | 0 | 113 | 2 | -1.9 | -6 | 0 | 6 | -1
Cc1cc(C)c(S(=O)(=O)c2ccccc2F)c(=O)[nH]1 | -11 | 3 | 36 | -5 | 102 | 0 | 0.5 | -9 | 2 | 9 | -10
COc1cc(C(=O)NCC(=O)N/N=C/c2ccco2)cc(OC)c1OC | -1 | -1 | 39 | -3 | · | -3 | 0.0 | 15 | 2 | -15 | 1
CCc1ccc(OCCn2ccnc2)cc1 | i | 2 | -5 | -1 | 110 | 0 | 2.0 | -14 | 3 | 14 | -6
CCC(C)N(C(=O)CCC(=O)Nc1cc(C)on1)C(C(=O)NC(C)(C)C)c1ccccc1Cl (centres undefined) | 4 | -6 | -15 | 7 | 105 | 2 | 1.1 | · | -5 | · | -7
CN(C)C(=O)CCc1nc2sc3c(c2c(=O)[nH]1)CCCC3 | -12 | 11 | 31 | -3 | 100 | -1 | 1.4 | -24 | -2 | 24 | -9
O=C(CNc1cccc2ccccc12)N/N=C/c1ccc(OC(=O)/C=C/c2ccco2)cc1 | · | -13 | -3 | -4 | 90 | 2 | -0.5 | 14 | -7 | -14 | -12
Cc1cnc(=O)[nH]c1SCC(=O)c1ccc(F)cc1 | 436* | 14 | -12 | -8 | 94 | 1 | 0.2 | 42 | 4 | -42 | -5
Oc1[nH]c2c(Cl)cc(Cl)cc2c1N=NC(=S)NCC1CCCO1 (centres undefined) | 152 | -36 | 104* | -9 | 95 | -2 | · | 38 | -6 | -38 | -6
Cc1cccc(CCNC(=O)C2CCC(CNc3c(N4CCCC4)c(=O)c3=O)CC2)c1 (centres undefined) | 85 | · | -6 | -3 | 106 | · | 1.1 | -2 | -9 | 2 | -5
CN(C)C(=O)c1ccccc1NC(=O)Cc1cccc2ccccc12 | 205 | 8 | 3 | 3 | 78 | 1 | 0.5 | -1 | -7 | 1 | -15
The list continues:
SMILES | Mot1-301 SUMO | MITF TRPM1 HTS | Arrestin-AP2 inh | PKA-R2B act | DSG3 Ab inh | NSD2 HMT inh | CDK5 p35 inh | SR-BI DiI inh | dFosB act | SR-BI uptake up | PKA-R1A act
CCCCNC(=O)CN1C(=O)NC2(CCOc3ccccc32)C1=O (centres undefined) | -18 | 5 | -1 | -9 | 107 | · | -0.6 | · | -4 | · | 5
Cc1cc(/C(N)=N/OC(=O)Nc2ccccc2)no1 | 23 | · | -3 | · | 98 | -3 | 1.1 | -13 | -4 | 13 | ·
COc1ccc(NC(=O)Nc2c(SC)nsc2SC)cc1 | 15 | 9 | 3 | 6 | 99 | 1 | 1.2 | -6 | 15 | 6 | 3
COc1ccccc1N(C)S(=O)(=O)c1ccc(C(=O)Nc2cc(F)ccc2C)cc1 | -5 | -9 | 20 | 2 | 89 | -2 | -1.6 | 45 | -10 | -45 | -2
Fc1ccc2cc(-c3cccnc3)ncc2c1 | 79 | 35 | -15 | 1 | 94 | · | 1.3 | -5 | -12 | 5 | 7
O=C(/C=C/c1ccc(F)cc1)NC(=S)Nc1ccccc1O | 5 | 51 | 7 | 4 | 104 | 0 | -2.6 | 8 | 3 | -8 | 1
CCSc1nc2ccccc2c(=O)n1CCc1ccc(OC)c(OC)c1 | 221 | 9 | -10 | -6 | 93 | -1 | -2.4 | · | -16 | · | 3
CCN(C(=O)COC(=O)C1CCN(S(=O)(=O)c2c(Cl)cccc2Cl)CC1)C1CCCCC1 | 1 | 4 | 6 | 2 | 112 | -2 | -3.1 | 27 | -7 | · | -4
COc1ccc(OC)c(/C=N/NC(=O)c2cc(-c3ccc(C)o3)nc3ccccc23)c1 | 0 | -1 | -4 | -7 | 123 | -2 | -0.3 | 59 | 4 | -59 | -7
CC(=O)N1CCc2cc(S(=O)(=O)NC(C(=O)Nc3ccc4c(c3)OCCO4)C(C)C)ccc21 (centres undefined) | 38 | -3 | 5 | 1 | 98 | -1 | -0.3 | 5 | -3 | -5 | -8
COc1ccc(NC(=O)c2cnc(C)cn2)cc1-n1cnnn1 | -4 | -8 | -7 | 1 | 95 | 3 | -2.8 | -21 | -12 | 21 | 1
CC(C(=O)Nc1c2c(cc3c1CCC3)CCC2)N1CCCC1 (centres undefined) | -9 | -4 | -2 | 12 | 117 | 1 | 0.9 | -25 | -6 | 25 | -12
CCCCN1CN(Cc2ccco2)CNC1=S | 4 | 5 | 19 | 2 | 99 | -4 | 1.5 | -9 | -1 | 9 | 6
COC(C(=O)NC(C(C)C)C(C)C)c1ccccc1 (centres undefined) | 23 | 0 | 51 | -3 | 125 | 0 | 0.7 | 6 | 4 | -6 | -2
O=C(Cc1ccccc1[N+](=O)[O-])N1CCN(c2ccc(F)cc2)CC1 | 2 | 2 | 10 | -2 | 101 | 0 | -0.5 | 18 | 7 | -18 | 5
O=C(c1ccc(COc2ccccc2Cl)o1)N1CCCC1 | 1 | -30 | -3 | 2 | 101 | 10 | -0.2 | 38 | 3 | -38 | 14
CC(C)Nc1oc(Cc2cccc3ccccc23)nc1C#N | -13 | -6 | 1 | 5 | 100 | 9 | -1.6 | -9 | -14 | 9 | -5
COCCCN1C(=O)c2ccc(C(=O)O)cc2C1=O | · | 4 | 21 | 5 | 95 | 0 | -0.9 | 10 | -1 | -10 | 8
CCc1ccc(C(=O)COC(=O)c2cccnc2Cl)cc1 | 1 | 23 | 8 | 2 | 103 | 7 | -1.1 | 10 | -2 | -10 | 0
CC(C)(C)n1nnnc1C(c1cccnc1)N1CCN(c2ccccn2)CC1 (centres undefined) | 7 | · | 18 | -15 | 100 | -6 | -4.9 | -15 | 1 | 15 | -9
CCC(C)c1ccc(S(=O)(=O)N2CCN(S(=O)(=O)c3ccc(NC(C)=O)cc3)CC2)cc1 (centres undefined) | -27 | 1 | 31 | -8 | · | -6 | -0.5 | · | 80* | · | -10
COC(=O)c1cc(S(=O)(=O)N2CCC(c3ccccc3)C2)c[nH]1 (centres undefined) | 292 | 3 | 16 | -1 | 88 | -1 | 1.1 | -5 | 0 | 5 | -19
COc1ccc(CCNC(=O)CSc2nnc(NC(C)=O)s2)cc1OC | 3 | -7 | 44 | -5 | 97 | 10 | -0.8 | -15 | 5 | 15 | 3
CN(C)C1=NC[C@H](Cc2ccccc2)N1CC1CCCCC1 | 5 | -7 | 19 | 10 | 101 | · | 0.2 | -17 | -3 | 17 | -3
C/C=C\C=C/C(=O)Nc1cccc(C2=NOC3(C2)C[C@H](C(N)=O)N(C(=O)CC)C3)c1 (some centres undefined) | -16 | 18 | -3 | -21 | 87 | · | 0.7 | 4 | -2 | -4 | -2
